# LYPLA2 counter = LYPLA2 inhibitors, primary screen, counter-screen for PME1 inhibitor project, biochemical, fluorescence polarization, FP-Rh probe ABPP; recombinant LYPLA2; Acyl-protein thioesterase 2 (Homo sapiens), O95372; inhibition, % at 5.9 µM; AID 2177, 2009; 320,000 tested, 0.38% active;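 active means inhibition above the screen-wide mean plus 3 SD, limit set per campaign, cut at about 26% in these data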;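 further: 0% = LYPLA2 with DMSO and 100% = wells lacking LYPLA2 enzyme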
# LYPLA1 inh = LYPLA1 inhibitors, primary screen, counter-screen for PME1 inhibitor project, biochemical, fluorescence polarization, FP-Rh probe ABPP; Acyl-protein thioesterase 1 (Homo sapiens), O75608; recombinant LYPLA1; inhibition, % at 5.9 µM; 320,000 tested, 0.16% active;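 active means inhibition above the mean of all tested compounds plus 3 SD, set per campaign, cut at about 14% in these data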;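 further: inhibitors block serine hydrolase probe labeling of LYPLA1 so polarization falls; 0% = enzyme with DMSO and 100% = wells lacking LYPLA1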
# Target sequence (O75608 whole entry, looked up): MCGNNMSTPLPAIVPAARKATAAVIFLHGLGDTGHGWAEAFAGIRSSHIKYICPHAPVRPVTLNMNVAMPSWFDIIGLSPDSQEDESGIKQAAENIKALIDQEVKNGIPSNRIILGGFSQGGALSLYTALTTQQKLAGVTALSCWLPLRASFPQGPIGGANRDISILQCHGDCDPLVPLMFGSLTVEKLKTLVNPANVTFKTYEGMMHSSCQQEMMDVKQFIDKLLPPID
# PAD4 inh = human PAD4 inhibitors, primary screen, biochemical, fluorescence polarization, 1536-well format. inhibition, % at 6.36 µM. Protein-arginine deiminase type-4 (Homo sapiens), Q9UM07. recombinant PAD4, RCA probe fluorescence polarization. AID 485272, 2010. 330,000 tested, 0.41% active;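 active means percent inhibition above a cutoff equal to the mean of all tested compounds plus 3 SD, cut at about 15% in these data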;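 further: 0% = PAD4 with RCA probe and DMSO and 100% = probe without PAD4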
# PAFAH1B2 inh = PAFAH1B2 enzyme inhibitors, primary screen, biochemical, fluorescence polarization, human | Platelet-activating factor acetylhydrolase IB subunit alpha2 (Homo sapiens), P68402 | recombinant PAFAH1B2, FP-rhodamine activity probe | inhibition, % at 3.39 µM | 340,000 tested, 1.2% active | AID 492953, 2010;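 active means inhibition above the mean of all tested compounds plus 3 SD, cut at about 24% in these data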;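 further: 0% = enzyme with DMSO and 100% = wells lacking PAFAH1B2; many of its hits are not listed in these tables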
# pPAFAH FP inh = pPAFAH enzyme inhibitors, primary screen, biochemical, fluorescence polarization, human; Platelet-activating factor acetylhydrolase (Homo sapiens), Q13093; recombinant pPAFAH, FP-rhodamine probe fluorescence polarization; inhibition, % at 3.39 µM; 330,000 tested, 1.5% active; AID 463082, 2010;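 active means inhibition above the mean inhibition across the screen plus 3 SD, cut at about 25% in these data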;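 further: inhibitors block binding of the rhodamine activity-based probe so polarization drops; 0% = enzyme with DMSO and 100% = wells lacking pPAFAH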
# PREPL inhibitor = PREPL enzyme inhibitors, primary screen, biochemical, fluorescence polarization. Prolyl endopeptidase-like (Homo sapiens), Q4J6C6. AID 2751, 2010. recombinant PREPL, fluorescence polarization activity-based probe. 320,000 tested, 0.68% active. inhibition, % at 5.96 µM; in the data active means inhibition above about 43%;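 further: 0% = enzyme with DMSO and 100% = wells lacking enzyme; many of its hits are not listed in these tables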
# PME-1 inh = PME-1 inhibitors via competitive probe labeling, primary screen, biochemical, fluorescence polarization, FP-Rh probe, HTS | recombinant PME-1 | inhibition, % at 5.9 µM | 320,000 tested, 0.53% active | AID 2130, 2009;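 active means inhibition above the campaign mean of all compounds plus 3 SD, cut at about 26% in these data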;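 further: competitive labeling of PME-1 active site by serine hydrolase directed probe; 0% = PME-1 with DMSO and 100% = wells lacking PME-1 enzyme; inhibitors block probe labeling so polarization falls and inhibition rises; many of its hits are not listed in these tables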
# Target sequence (Q9Y570 whole entry, looked up): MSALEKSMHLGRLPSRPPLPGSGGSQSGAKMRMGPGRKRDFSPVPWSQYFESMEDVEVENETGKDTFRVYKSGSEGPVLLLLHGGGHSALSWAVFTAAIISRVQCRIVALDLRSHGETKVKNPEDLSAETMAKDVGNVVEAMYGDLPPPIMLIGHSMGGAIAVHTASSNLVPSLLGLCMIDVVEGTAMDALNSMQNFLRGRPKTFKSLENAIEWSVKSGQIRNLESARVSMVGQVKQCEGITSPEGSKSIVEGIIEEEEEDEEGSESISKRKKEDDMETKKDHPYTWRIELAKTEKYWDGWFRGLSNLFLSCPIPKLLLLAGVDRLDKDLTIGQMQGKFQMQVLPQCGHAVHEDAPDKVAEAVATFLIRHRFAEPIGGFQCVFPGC
# PAFAH1B3 FP inh = PAFAH1B3 enzyme inhibitors, primary screen, biochemical, fluorescence polarization, human; recombinant PAFAH1B3, FP-rhodamine probe; inhibition, % at 3.39 µM; Platelet-activating factor acetylhydrolase IB subunit alpha1 (Homo sapiens), Q15102; 340,000 tested, 0.28% active;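 active means inhibition above the screen-wide average of all tested compounds plus 3 SD, cut at about 25% in these data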;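 further: 0% = enzyme with DMSO only and 100% = wells lacking PAFAH1B3 protein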
# GSTO1 inh = inhibitors of recombinant GSTO1, primary screen, counter-screen for RBBP9 inhibitor project, biochemical, fluorescence polarization. Glutathione S-transferase omega-1 (Homo sapiens), P78417. activity-based probe fluorescence polarization. inhibition, % at 5.96 µM. 300,000 tested, 1.1% active. AID 1974, 2009;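 active means inhibition above the campaign mean inhibition plus 3 SD, cut at about 35% in these data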;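 further: 0% = GSTO1-1 with DMSO and 100% = wells lacking GSTO1-1 enzyme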
# Target sequence (P78417 whole entry, looked up): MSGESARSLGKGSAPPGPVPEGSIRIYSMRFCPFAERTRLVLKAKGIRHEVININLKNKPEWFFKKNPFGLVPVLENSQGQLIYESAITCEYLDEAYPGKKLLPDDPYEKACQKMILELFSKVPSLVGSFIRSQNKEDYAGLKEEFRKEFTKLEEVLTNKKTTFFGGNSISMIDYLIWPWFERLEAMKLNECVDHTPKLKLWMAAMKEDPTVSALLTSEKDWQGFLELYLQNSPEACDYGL
# The depositor's hits bear a star; · = no result given. Not all compounds are listed; the hit share may differ from the screen's.
SMILES,LYPLA2 counter,LYPLA1 inh,PAD4 inh,PAFAH1B2 inh,pPAFAH FP inh,PREPL inhibitor,PME-1 inh,PAFAH1B3 FP inh,GSTO1 inh
c1ccc(CCn2nnnc2CN2CCc3ccccc32)cc1,-5,-3,1,10,3,6,-1,7,8
Cc1cc(OCC(=O)N2CCc3ccccc3C2)c2c(-c3ccccc3)cc(=O)oc2c1,-11,-2,-4,2,1,-158,5,3,0
CC(C)C[C@H](NC(=O)Nc1ccc(S(N)(=O)=O)cc1)C(=O)O,-3,-5,-1,-5,4,3,-4,-3,2
CC(=N/O)/C(C)=N\NC(=O)c1ccccn1,2,-1,0,6,-1,0,0,-1,11
O=C(Cc1sc(-c2ccccc2)nc1-c1ccccc1)Nc1ccc(Cl)cc1,-15,-10,-1,-1,-11,9,-3,1,-2
COc1ccc(N(C(=O)CCl)C(C(=O)NCCc2ccccc2)c2cccs2)cc1Cl (stereo unspecified),2,3,10,9,1,-40,2,-1,89*
CN1CCN(C(=S)Nc2cccc(Cl)c2)CC1,-3,-1,-2,3,2,3,3,4,2
COC(=O)CCCNC(=O)c1ccc(OC2CCN(CCc3ccccc3)CC2)cc1,6,3,-3,2,2,5,-2,8,4
Cc1csc(SCC(=O)NC(=O)NC(C)(C)C)n1,-3,0,2,2,1,1,3,11,0
CCOC(=O)N1CCN(Cc2nc3c(c(=O)n(C)c(=O)n3C)n2Cc2ccccc2C)CC1,-4,-1,-1,1,7,9,2,-2,4
C=CCNCCOc1ccccc1-c1ccccc1,8,-2,-7,0,6,-11,-3,4,-2
COc1cc2c(cc1OC)CN(C(=O)c1ccc(Cl)c(S(=O)(=O)N3CCCC3)c1)CC2,·,·,-2,7,6,12,·,5,·
COc1cc(NC(=O)c2cc([N+](=O)[O-])ccc2Br)ccc1NC(=O)c1ccco1,7,1,-3,-4,13,4,11,2,-11
Cc1c(C)n(CCc2ccccc2)c2ncnc(NCCO)c12,-7,0,-4,3,-4,-9,-3,2,-6
CCOC(=O)c1ccc(CNC(=O)CCC(=O)O)cc1,5,1,0,-1,-2,13,4,4,-1
Cc1ccc2c(C)c(C(=O)Nc3cccnc3)oc2c1,-3,-4,-1,-2,2,7,-3,-6,-9
COc1ccc(CC2(CO)CCN(S(=O)(=O)c3c(C)nn(C)c3C)CC2)cc1,8,2,-2,4,4,29,2,5,-2
O=C(Cc1ccccc1[N+](=O)[O-])NC1CCN(Cc2ccccc2)CC1,7,3,2,1,12,5,4,10,7
C=CCNC(=O)c1ccccc1NC(=O)c1ccccc1C,-2,-1,4,-2,4,-9,-2,1,6
O=C(CCNC(=O)c1ccccc1Cl)Nc1ccc(S(=O)(=O)Nc2nccs2)cc1,·,·,1,1,4,7,·,2,·
CCOC(=O)C1=NNC2(c3ccccc3)C(=O)N(c3cccc(Br)c3)C(=O)C12 (stereo unspecified),4,-1,2,-8,-2,2,-3,3,-6
Cc1cccn2cc(-c3ccc(F)cc3)cc12,3,1,-6,1,4,7,0,4,-1
CC(=O)NC1(c2cccc(F)c2)CCN(CC(=O)NC2CCCCC2)CC1,2,-1,0,6,-3,0,-1,6,9
O=C(C[C@@H]1C/C=C\CCCC(=O)OC[C@@H]2CCCN2C1=O)N[C@H](CO)Cc1ccccc1,·,·,-1,6,3,4,·,13,·
COc1ccccc1-c1nc(C(N)=O)c2[nH]c(=O)n(-c3cccc(C)c3)c2n1,3,0,-2,-1,1,-1,20,3,2
COc1ccc(S(=O)(=O)Nc2cc3c4c(c2)C(C)C(=O)N4CCC3)cc1OC (stereo unspecified),4,4,-8,-6,5,6,-2,2,9
Cc1ccc(C(O)Cn2nc(C)cc2C)cc1 (stereo unspecified),7,-2,-2,-5,2,-2,-3,11,1
CCOC(=O)N1CCN(C(=O)c2cc3c(=O)n4cccc(C)c4nc3s2)CC1,1,-6,-3,-4,3,-4,2,7,-3
NC(=O)c1c(NC(=O)C2CC=CCC2C(=O)O)sc2c1CCCCC2 (stereo unspecified),4,-1,0,3,5,22,1,4,6
Cc1ccc(N2CCN(C(=O)N3CCOCC3)CC2)c(C)c1,-6,0,2,-3,7,15,-9,1,0
CC(C)CCN1C(=O)c2ccc(C(=O)OCC(=O)N(C)C3CCS(=O)(=O)C3)cc2C1=O (stereo unspecified),4,4,4,2,10,0,3,9,5
COCCCNC(=S)NNC(=O)Cn1nc(C)c(Br)c1C,-9,-5,2,1,-6,5,1,5,5
CN(CC(=O)Nc1ccccc1C(F)(F)F)C(=O)COc1ncnc2sccc12,1,-3,1,-1,-1,13,0,7,4
CCOC(=O)c1cc2ccc3ccccc3c2s1,-5,-3,2,-1,7,4,1,7,6
COCCN1C(=O)N[C@@H](c2ccccc2)C(C(C)=O)=C1C,1,-3,2,·,1,-3,0,·,0
COc1ccccc1OCc1ccc(C(=O)Nc2ccncc2)o1,0,0,1,0,1,-5,3,6,-3
COc1ccc(-c2csc(NC(=S)NC(=O)c3cccs3)n2)cc1Br,-9,0,-1,·,-2,-5,-6,·,-13
O=C(COC(=O)c1ccc(-c2ccc([N+](=O)[O-])cc2)o1)NC(=O)NC12CC3CC(CC(C3)C1)C2,-12,-9,0,-2,4,7,-1,-2,2
Cc1ccc(C(=O)C2=C(O)C(=O)N(Cc3cccnc3)C2c2ccc(Br)cc2)o1 (stereo unspecified),-1,-2,-2,5,2,3,-5,12,3
Cc1cccc(OCCCCCn2ccnc2)c1,-3,0,-3,-1,1,3,-5,8,-6
N=C(c1cccc([N+](=O)[O-])c1)N1CCCCC1,2,-2,2,-1,3,18,-1,21,8
CC1CN(CC(O)COC(c2ccc(Cl)cc2)c2ccc(Cl)cc2)CC(C)O1 (stereo unspecified),3,-3,-2,8,4,1,-1,7,7
CC1CCCC(NC(=O)COC(=O)CN2C(=O)C3CCCCC3C2=O)C1C (stereo unspecified),11,2,1,4,0,-1,2,1,9
CCOC(=O)c1c(-c2ccccc2)oc2ccc(OC)cc12,-7,-2,-4,-1,-1,-10,-2,-2,-3
Cc1sc2nc(CSC(C)C(=O)N(C)CC(=O)Nc3ccccc3C(F)(F)F)[nH]c(=O)c2c1C (stereo unspecified),2,1,-1,6,1,6,-2,6,6
Cc1ccc(S(=O)(=O)CC(C)N2CCN(C3CCCCC3)CC2)cc1 (stereo unspecified),1,1,-2,-2,4,11,13,-3,-1
COc1cccc(C2C(C#N)=C(N)Oc3cc(C)n(Cc4ccccn4)c(=O)c32)c1OC (stereo unspecified),0,5,3,2,2,-13,-2,0,4
OCCC1CN(Cc2nc3ccccc3s2)CCN1CCc1ccccc1 (stereo unspecified),4,2,-2,4,1,29,0,2,3
CC(=O)c1cccc(NC(=O)C(C)OC(=O)C2=NNC(=O)CC2)c1 (stereo unspecified),·,·,-8,1,1,12,·,9,·
Cc1cc(=O)n2[nH]c(-c3ccc(Cl)cc3)cc2n1,0,0,-4,5,8,18,-15,8,0

# New compounds follow.
SMILES,LYPLA2 counter,LYPLA1 inh,PAD4 inh,PAFAH1B2 inh,pPAFAH FP inh,PREPL inhibitor,PME-1 inh,PAFAH1B3 FP inh,GSTO1 inh
N#CC1=C(N)Oc2cc(O)ccc2C1C1CCCCC1 (stereo unspecified),-7,-6,4,14,3,-10,-3,8,-16
COc1cccc(CN2CCC(Oc3ccc(C(=O)N4CCCCC4)cc3)CC2)c1O,11,3,-4,4,7,4,7,-1,0
CN(C)/C=C(/C#N)C(=O)c1cccc(Oc2ccc(C(C)(C)C)cc2)c1,6,1,-4,15,13,-8,-2,6,-21
COc1ccc(N(CC(=O)N/N=C(\C)c2ccc(C)cc2)S(=O)(=O)c2ccccc2)cc1,-1,1,1,4,-1,-3,6,0,3
CCOc1ccc(S(=O)(=O)N(CC)CC(=O)N2CCCC2)cc1C,1,-1,8,-5,4,-6,-3,-1,-4
CCOc1ccc(NC(=O)c2ccc(-n3cccn3)nc2)cc1,-2,-4,0,3,0,-6,-2,13,4
CN(c1ccccc1)S(=O)(=O)c1ccc(C(=O)N2CCCC2)cc1,5,2,4,3,1,-4,-4,0,·
Cc1nn(C)c(C)c1CN(C)C(=O)c1cnn2c1NC(c1ccccc1)CC2C(F)(F)F (stereo unspecified),-6,-1,-6,-4,6,8,-1,1,3
CC(=O)Oc1ccc(C(=O)Nc2ccccc2C(=O)NCC(C)C)cc1,2,1,-2,-1,-2,-1,-1,-7,2
COC(=O)c1cc(NC(=S)N2CCN(c3ccccn3)CC2)cc(C(=O)OC)c1,-8,-4,0,-1,2,-29,-10,6,4
C/C(=N\NC(=O)CNC(=O)c1cccc(F)c1)c1ccc2ccccc2c1,-6,-4,-4,0,5,-8,-10,-3,4
O=c1cc(C(F)(F)F)nc(-c2cccnc2)[nH]1,-3,-2,-3,0,2,3,-3,1,4
Cc1ccc(C)c(NC(=O)C2CCN(S(=O)(=O)c3ccc4c(c3)NC(=O)CO4)CC2)c1,3,0,-4,3,7,24,-2,9,-3
COC(=O)C1=C(C)N(c2ccc(F)cc2)/C(=C/c2ccc(O)cc2)C1=O,-4,-4,-1,0,1,-1,-4,0,4
CC[C@H](C)[C@@H](CNC)NC[C@@H](Cc1ccc(O)cc1)NCC(C)(C)C,4,2,4,0,3,17,-1,0,1
COc1ccc(/C=C(\C#N)C(=O)OCCNC(=O)c2ccncc2)cc1,1,-3,3,-4,2,2,2,4,1
CSCC[C@@H](C(=O)NCCCCCCCCCCC(=O)N1CCN(C(=O)OC(C)(C)C)CC1)n1cc(CCO)nn1,12,3,1,2,3,1,5,8,2
Cc1cccc(N2CCN(C(=O)NCc3ccc(F)cc3)CC2)c1C,2,0,-4,2,4,5,-7,3,14
O=c1[nH]c(N2CCCCC2)nc2c1CCCC2,-2,-3,1,2,0,1,6,11,-3
CNC(=O)CSc1nc2nn(-c3ccccc3)c(=O)c-2c2n1CCCCC2,0,1,-1,6,-1,18,-6,4,7
CN(C(=O)Nc1ccccc1)C1CCCc2ccccc21 (stereo unspecified),4,-3,-2,2,-1,-3,4,-7,-1
Cc1cc(C)n2nc(C(=O)OCC(=O)NCc3ccc(Cl)cc3)nc2n1,1,1,6,3,-1,0,-6,2,·
CC(C)c1nc2cc(C(=O)N3CCNC(=O)C3c3ccc(F)cc3)ccc2o1 (stereo unspecified),2,2,-4,3,1,-6,-9,4,0
O=C(c1ccco1)N1CCN(c2c([N+](=O)[O-])nn(-c3cccc(Cl)c3)[n+]2[O-])CC1,-1,-2,-2,5,7,15,-6,8,7
CN(C(=O)COc1ccccc1)c1nnc(-c2ccncc2)s1,5,1,-2,4,-1,3,2,3,0
Cc1ccc(NC(=O)C2CCCN2C(=O)NCc2ccccc2)cc1 (stereo unspecified),3,0,2,4,1,4,-6,6,5

# Screens deposited in PubChem by The Scripps Research Institute Molecular Screening Center.
